HP1b chromo inh: HP1-beta chromodomain-methylated histone interaction inhibition. AlphaScreen HP1-beta / biotin-H3K9me3 peptide binding. 390,000 compounds, 0.56% hits. AID 540317. Potency, µM (titrated, usually from 114 µM), for inactives: at the top dose activity change, negative = inhibition, hits mostly inhibitors. P83916; note: nearly all actives have a fitted effect of over 70% in size; inactives centre near 23
Target sequence (P83916 whole entry, looked up): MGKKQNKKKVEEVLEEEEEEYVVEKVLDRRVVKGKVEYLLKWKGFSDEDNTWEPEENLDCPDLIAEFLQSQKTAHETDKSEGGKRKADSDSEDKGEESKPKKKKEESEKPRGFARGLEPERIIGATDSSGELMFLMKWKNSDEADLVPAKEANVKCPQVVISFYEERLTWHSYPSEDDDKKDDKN
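AlphaScreen: HP1-beta (50 nM) preformed 30 min with biotin-H3(1-18)K9me3 peptide (50 nM) in PBS pH 7.4, 0.01% Tween-20. Compound added for 30 min at RT, then streptavidin donor/nickel chelate acceptor beads (10 ug/mL) for 30 min.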
RGS4 inh: inhibitors of human regulator of G protein signaling 4 | Transcreener GDP fluorescence polarization, RGS4-accelerated GTP hydrolysis | Potency, µM (doses to about 114 µM), inactives show at the top dose activity change, negative = inhibition, most hits filed as inhibitors | AID 504845 | P49798 | 390,000 compounds, 0.039% hits; note: % is set by controls: 0 for no effect and ±100 for the full control effect; nearly all actives have a fitted effect of over 75% in size; some results filed as inactive show a strong effect at the top dose
Target sequence (P49798 whole entry, looked up): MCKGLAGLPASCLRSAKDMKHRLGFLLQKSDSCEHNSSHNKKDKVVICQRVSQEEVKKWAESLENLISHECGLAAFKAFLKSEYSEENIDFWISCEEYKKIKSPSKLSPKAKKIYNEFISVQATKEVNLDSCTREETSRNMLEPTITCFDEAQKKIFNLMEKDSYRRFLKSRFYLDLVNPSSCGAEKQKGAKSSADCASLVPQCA
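MLSMR compounds (23 nl, pin-transferred) preincubated 10 min at room temperature with a 500nM (2x) first reagent, then RGS4 at 900nM (2x) plus Transcreener GDP mix added; fluorescence polarization (620/688 nm) read before and after 90 min at 30 °C.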
JMJD2A Tudor inh: JMJD2A Tudor domain (human) inhibition. O75164. AlphaScreen JMJD2A-Tudor / H3K4me3 peptide binding. Potency, µM (doses to about 114 µM), without a hit: at the top dose activity change, negative = inhibition, actives largely listed as inhibitors. 390,000 compounds, 4.4% hits. AID 504339; note: % is set by controls: 0 for no effect and ±100 for the full control effect; nearly all actives have a fitted effect of over 50% in size
ERG Ets-DNA blk: ERG Ets/DNA interaction inhibition | P11308 | fluorescence polarization, His-ERG Ets domain / labelled DNA | Potency, µM (highest dose often 76.9 µM), inactives show at the top dose FP activity, negative = inhibition, most hits filed as inhibitors | 370,000 compounds, 0.028% hits; active = well fitted inhibition curve with a large enough effect in the polarisation, with a control signal flat; inconclusive = small, poorly fitted or top-dose-only effect, or effect the other way, or a change in a side signal; inactive = no such curve, though single readings can be large or run the other way; the % refers to the polarisation;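 note: polarization taken with two DNA probes labelled with fluorescein and Texas red; % of control where 0% means no effect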
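His-tagged ERG Ets domain (1 uM in the protein solution; 300mM KCl, 50mM Tris-HCl, 1mM EDTA, 1mM DTT, pH 7.5) received compound, then a probe mix of 5 nM fluorescein-DNA and 100nM Texas-615-DNA. Fluorescence polarization was read for both dyes.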
ALOX12 inh: inhibitors of human 12S-lipoxygenase ALOX12. 580,000 compounds, 1.1% hits. purified 12hLO, xylenol orange hydroperoxide absorbance. Potency, µM (doses to about 108 µM), inactives show top-dose activity change, negative = inhibition, hits mostly inhibitors. P18054; note: % is set by controls: 0 for no effect and ±100 for the full control effect
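Hydroperoxide product was detected by ferrous iron/xylenol orange as the 573 to 405 nm absorbance ratio. Arachidonic acid at 40 uM (final) was turned over for 30 min at room temperature by 150 nM human 12hLO, pH 7.0 Hepes buffer, after 15 min compound preincubation.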
GLS inh: glutaminase GLS (human) inhibition. 410,000 compounds, 0.21% hits. O94925. AID 624170. Potency, µM (titrated, usually from 45.5 µM), inactives show at the top dose activity change, negative = inhibition, most hits filed as inhibitors. GLS enzymatic activity, qHTS titration; note: % is set by controls: 0 for no effect and ±100 for the full control effect
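hKGA in 45 mM KH2PO4 pH 8.2, 0.02% Tween-20 with pin-transferred compounds; 1 mM L-glutamine (stock) plus glutamate oxidase/HRP/Amplex Red coupling added. Fluorescence read initially and after 30 min at RT.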
PGK inhibitor: blocks T. brucei phosphoglycerate kinase. 380,000 compounds, 0.043% hits. Potency, µM (top dose mostly 57.5 µM), for the others: at the top dose activity change, negative = inhibition, hits mostly inhibitors. PGK/GAPDH coupled, Kinase-Glo luminescence, 60 min. P07378. AID 602233; note: % is set by controls: 0 for no effect and ±100 for the full control effect; nearly all actives have a fitted effect of over 60% in size
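Luminescent ATP detection (Kinase-Glo Plus) follows a 60-minute room-temperature incubation, with wells lacking PGK as controls. Buffer: 100 mM TEA (pH 7.6), 5 mM MgCl2, 0.01% Tween-20. Coupling enzyme GAPDH (100 nM final) supplies unstable 1,3-BPG in-well.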
Pin1 inh: human Pin1 inhibition. Q13526. AID 504891. 390,000 compounds, 0.009% hits. Potency, µM (series often up to 115 µM), for inactives: at the top dose activity, negative = inhibition, hits mostly inhibitors. Pin1 FP peptide displacement, HiFluor488, 10 min; active = well fitted inhibition curve with a large enough effect in the polarisation, with a control signal flat, not every such curve was filed as active; inconclusive = small, poorly fitted or top-dose-only effect, or effect the other way, or a change in a side signal; inactive = no such curve, though single readings can be large or run the other way; the % refers to the polarisation; note: % is set by controls: 0 for no effect and ±100 for the full control effect
Target sequence (Q13526 whole entry, looked up): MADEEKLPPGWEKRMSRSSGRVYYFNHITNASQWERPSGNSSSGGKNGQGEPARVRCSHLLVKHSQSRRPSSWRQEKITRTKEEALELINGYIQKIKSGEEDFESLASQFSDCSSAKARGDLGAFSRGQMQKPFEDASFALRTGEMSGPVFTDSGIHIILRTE
rTrxR1 inhibitor: blocks rat thioredoxin reductase 1. Potency, µM (top dose mostly 114 µM), for inactives: top-dose activity change, negative = inhibition, usual class: inhibitors. 390,000 compounds, 1% hits. O89049. recombinant rTrxR1, NADPH fluorescence consumption, selenite substrate. AID 588453; note: % is set by controls: 0 for no effect and ±100 for the full control effect; nearly all actives have a fitted effect of over 65% in size
Target sequence (O89049 whole entry, looked up): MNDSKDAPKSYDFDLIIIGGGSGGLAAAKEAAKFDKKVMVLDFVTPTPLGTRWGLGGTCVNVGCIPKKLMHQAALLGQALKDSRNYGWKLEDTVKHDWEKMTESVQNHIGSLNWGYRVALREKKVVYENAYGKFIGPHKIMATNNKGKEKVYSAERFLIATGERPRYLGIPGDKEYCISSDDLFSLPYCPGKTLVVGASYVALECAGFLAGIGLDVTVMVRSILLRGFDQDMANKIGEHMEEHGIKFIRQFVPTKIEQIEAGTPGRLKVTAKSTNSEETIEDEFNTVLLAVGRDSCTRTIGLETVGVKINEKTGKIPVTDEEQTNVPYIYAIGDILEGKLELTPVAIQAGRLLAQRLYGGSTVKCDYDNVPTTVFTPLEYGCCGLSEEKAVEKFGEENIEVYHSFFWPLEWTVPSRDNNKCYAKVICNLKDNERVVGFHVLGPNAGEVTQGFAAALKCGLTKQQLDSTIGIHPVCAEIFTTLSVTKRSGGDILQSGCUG
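Rat TrxR1 (90 nM in the dispensed reagent) was pre-reduced with 400 uM NADPH for 5 min at room temperature, then incubated with compound for 15 min. After 400 uM selenite was added, NADPH fluorescence (Ex 340/Em 450 nm) was followed for 8 min.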
Starred values were filed as active, the others as inactive; i = inactive; ? = inconclusive; . = no result given; & = joins results of further samples; [ ] = another dose, or the depositor's remark. Unless noted, calls come from the whole dose curve; as a rule, active = well fitted curve in the direction sought with a large enough effect; inconclusive = small, poorly fitted or top-dose-only effect, or another doubt; inactive = no such curve, though single readings can be large; an effect the other way counts as inactive or inconclusive. Potency is the fitted concentration of half-maximal effect. An excerpt, so the mix of outcomes need not match the whole.

SMILES	HP1b chromo inh	RGS4 inh	JMJD2A Tudor inh	ERG Ets-DNA blk	ALOX12 inh	GLS inh	PGK inhibitor	Pin1 inh	rTrxR1 inhibitor
CCN(CC)C(=O)Cn1c(=O)n(CC2CCC(C(=O)NC)CC2)c(=O)c2sccc21 (centres undefined)	125%[activator]	-25%	1%	1%	?	-4%	-8%	?	7%[57.1 µM]
C=CCOc1cccc(C2C(C(=O)c3ccco3)=C(O)C(=O)N2Cc2cccnc2)c1 (centres undefined)	33%[activator]	-37%	-30%	-4%	?	-12%	i	-8%	1%[57.1 µM]
Cc1ccc(Cl)cc1NC(=O)C1CCCN(c2cnccn2)C1 (centres undefined)	36%&26%	-10%&-6%	-3%&-5%	-16%&-2%	7%&-22%	1%&-1%	-3%	0%&-11%	-1%&20%
COc1ccc(NC(=O)c2ccccc2SC)cc1	37%	15%	-6%	-10%	-8%	-12%	-4%	-7%	-5%
O=C(NC(=S)Nc1ccc(CN2CCOCC2)cc1)c1cccc(F)c1	6%	-30%	-27%	-1%	?	16%	-6%	-12%	?
Cc1ccc(-c2cc(C(=O)NCCCn3ccnc3)c3ccccc3n2)s1	25%	-11%	-21%	7%	-25%	-4%	3%	3%	-11%
COc1ccccc1C1C(C#N)=C(N)N(c2cccnc2)C2=C1C(=O)CC(C)(C)C2 (centres undefined)	69%[activator]	18%	-7%	-13%	1%	-5%	-9%	8%	?
O=C(NCC(c1ccco1)N1CCc2ccccc21)c1ccc([N+](=O)[O-])cc1 (centres undefined)	-2%	-28%	-22%	-8%	-2%	12%	-8%	-1%	3%
CC(C)(C)C(=O)NCCCc1ccccc1	36%	11%	-2%	3%	-27%	15%	5%	1%	25%[57.1 µM]
CCC(C)NC(=O)c1ccc(NC(=O)CC2SC(N3CCCC3)=NC2=O)cc1 (centres undefined)	11%	-48%	5%	31%[activator]	?	6%	-3%	4%	-11%
CCc1cc2cccc(C)c2nc1SCC(=O)NNC(=O)c1ccco1	17%	1%	-12%	.	8%	?	-5%	10%	12%
COC(=O)Nc1ccc2c(c1)Nc1ccccc1CC2	-1%	15%	?	-1%	?	10%	9%	?	-5%
Cc1nc(SCC(=O)N2CCCC2=O)nc(C)c1C	41%[activator]	8%	-14%	-14%	-15%	-2%	-8%	-4%	7%[57.1 µM]
CC1=C(C(=O)OCC2CCCO2)C(c2ccc(C)o2)C2=C(CC(c3ccc(F)cc3)CC2=O)N1 (centres undefined)	10%	-44%	-30%	4%	.	3%	4%	4%	-1%[11.4 µM]
CCC[N+](CC#Cc1ccccc1)(CCC)CC(=O)c1ccc(Cl)cc1	32%	-8%	-7%	2%	-4%	14%	4%	?	-25%
C#CCSc1nccc(-c2nn(-c3ccc(C)cc3)ccc2=O)n1	?	?	79µM*	4%	?	-7%	-13%	?	79µM*
Cc1c(C(=O)c2ccc(Cl)c([N+](=O)[O-])c2)c2ccccn2c1CCC#N	?	-2%	?	-1%	6%	12%	1%	6%	-15%[57.1 µM]
O=C(NCc1ccc(OC(F)(F)F)cc1)C1CC(c2ccccc2[N+](=O)[O-])=NO1 (centres undefined)	20%	17%	-10%	-6%	-12%	-1%	i	-1%	4%
COc1ccc(OC)c(-c2nnc3n2N=C(c2ccc(OC(F)F)c(OCC4CC4)c2)CS3)c1	9%	-1%	?	.	-5%	-6%	-5%	13%	13%
O=C(CC1C(=O)NCCN1Cc1c(F)cccc1Cl)NCCCn1cccn1 (centres undefined)	57%[activator]	-31%[56.9 µM]	-30%	18%	?	6%	-11%	-4%	7%
O=C(CCC(=O)Nc1nnc(C2CCCCC2)s1)NCc1ccc(F)cc1	29%	5%	-4%	7%	9%	4%	5%	-1%	3%
Cc1cnc(NC(=O)C(C)N2C(=O)C3CC=CCC3C2=O)s1 (centres undefined)	4%	25%	-7%	-15%	-11%	26%	4%	-3%	18%
CN(C)S(=O)(=O)c1cccc(-c2nn(-c3ccccc3)cc2/C=C2\SC(=S)N(CC(=O)O)C2=O)c1	?	13%[11.4 µM]	-21%[11.4 µM]	4%	40µM*	-22%	?	.	6%
Cc1onc(-c2ccccc2Cl)c1C(=O)N1CCCCC1	10%	2%	-5%	-7%	-6%	-5%	0%	-2%	-3%[57.1 µM]
CCCCC(=O)N=c1sc2cc([N+](=O)[O-])ccc2n1C	44%[activator]	-34%	-13%	4%	33%[activator]	-15%	-4%	-1%	1%
CCOC(=O)c1c(C)c(C(=O)N2CCN(C(=O)c3ccco3)CC2)c(C)n1C	2%	-2%	-14%	1%	16%	8%	-1%	1%	-2%[57.1 µM]
COc1ccccc1-n1c(SCC(=O)N2CCCC2)nnc1-c1ccccc1	15%	-4%	-13%	-6%	13%	0%	2%	3%	-3%
CN1C=CC(=CC=C2C=CC(=O)C=C2)C=C1	11%	2%	-25%	19%	43%	13%	-1%	85%[activator]	-11%[57.1 µM]
CCc1nn(CC(=O)NCCCN2CCN(CC)CC2)c(=O)c2cc3occc3n12	38%&20%	13%&-22%	-12%&-5%	-4%&-1%	9%&-24%	0%&-5%	2%&-5%	0%&-4%	12%&-15%
CC(C)c1ccc(NC(=S)NNC(=O)C2CC2)cc1	46%[activator]	-27%	-15%	0%	0%	27%	5%	-2%	-19%
CCOc1cc(/C=N/NC(=O)CN2CCCCC2)ccc1OCc1ccccc1	35%	-19%	-11%	1%	241%[activator][57.4 µM]	-1%	-2%	-9%	-8%
CCC(C)NC(=O)C1CCN(S(=O)(=O)N2CCOCC2)CC1 (centres undefined)	49%[activator]	7%[56.9 µM]	3%	-1%	0%	4%	9%	-3%	7%
COCCn1c(N)c(Sc2ccc([N+](=O)[O-])cc2)c(=O)[nH]c1=O	44%[activator]	-26%	-13%	1%	0%	5%	12%	-2%	12%[57.1 µM]
CCCOc1ccc(C(=O)OCC(=O)NCCc2ccc(OCC)c(OCC)c2)cc1OC	30%	16%	-17%	5%	-5%	-14%	-7%	2%	1%
Fc1ccccc1-n1cc(-c2ccccc2)[nH]c1=S	1%	-31%	?	1%	?	?	3%	3%	-16%[57.1 µM]
CCN(CC)C(=O)Cn1ncc2c([nH]c3ccccc32)c1=O	26%	-2%	-4%	4%	-15%	-2%	-10%	0%	15%
COc1ccccc1CNC(=O)CSc1ccsc1[N+](=O)[O-]	55%[activator]	3%	-26%	-6%	-4%	-16%	-7%	-1%	1%
Cc1ccc(N2C(=O)CC(Sc3nc(-c4ccccc4)c4cc(Cl)ccc4n3)C2=O)c(C)c1 (centres undefined)	11%	-12%	-15%	0%	18%	6%	-11%	-9%	-9%
Cc1ccc(S(=O)(=O)N2CCC(C(=O)OCc3c(C)noc3C)CC2)cc1C	29%	-11%	-4%	-12%	-6%	1%	-8%	0%	-6%
CCC1Sc2ccc(S(=O)(=O)N3CCN(c4ccccc4)CC3)cc2NC1=O (centres undefined)	-8%	-127%[56.9 µM]	13µM*	1%	-4%	?	-11%	32%[activator]	-15%
CCn1cc(CNC(=O)c2ccc(C)s2)cn1	21%	32%	-4%	10%	-15%	-1%	4%	6%	13%
CC1CC(C)CN(S(=O)(=O)c2cc3c(cc2Cl)NC(=O)CO3)C1 (centres undefined)	39%[activator]	2%	-12%	16%	457%[activator]	-1%	5%	14%	-7%[57.1 µM]
CC1CCCN(C(=O)N2c3ccccc3Sc3ccccc32)C1 (centres undefined)	31%	-14%	6%	-3%	-3%	-1%	-1%	1%	0%
CCCCc1c(O)nc(SCC(=O)N2CCCCC2)n(-c2ccccc2C)c1=O	59%[activator]	-13%	-14%	10%	-4%	-10%	2%	1%	0%[57.1 µM]
O=C(Nc1nnc(SCC(=O)N2CCCCC2)s1)c1c(F)cccc1F	24%	16%	-10%	-6%	?	4%	8%	-7%	0%[57.1 µM]
COc1cc2c(C#N)c(N3CCOCC3)nc(N)c2c(N)n1	21%	1%	-10%	0%	0%	6%	-7%	-6%	23%
CCC(C)C(NC(=O)C1CCC(C)CC1)C(=O)Nc1cc(OC)ccc1OC (centres undefined)	17%	-2%	-18%	-5%	-4%	5%	-4%	10%	-5%
Cc1ccc(CCNC(=O)C2CCC(CNc3c(N4CCCC4)c(=O)c3=O)CC2)cc1 (centres undefined)	26%	4%	-17%	-2%	14%	-3%	-2%	5%	-1%[11.4 µM]
CCN(CC)c1ccc(NC(=O)c2c(OC)cccc2OC)c(C)c1	18%	-4%[56.9 µM]	-21%[57.1 µM]	-1%	-5%	43%[activator]	i	-4%	-1%
CCc1cc(C(=O)NNC(=S)NC2CCCCC2)cs1	32%	-16%	3%	-10%	?	9%	2%	3%	-3%
O=C(Nc1nc2ccccc2n1CCOc1ccccc1Cl)c1ccccc1	59%[activator]	-12%	-9%	-4%	1%	-2%	-1%	-2%	1%
Cc1ccc(NC(=O)C(Cc2ccccc2)NS(=O)(=O)c2ccc3c(c2)oc(=O)n3C)cc1F (centres undefined)	26%	9%	-16%	-10%	-4%	0%	i	19%	15%
Cc1ccc(NC(=O)CNC(=O)N2CC(=O)Nc3ccccc32)cc1F	4%	-17%[56.9 µM]	?	13%	-9%&-1%	29%	-4%	-2%	8%[57.1 µM]
COc1cccc(C(C#N)N2CCOCC2)c1 (centres undefined)	49%	-13%	7%	11%	439%[activator]	0%	i	0%	6%[57.1 µM]

Screens deposited in PubChem by National Center for Advancing Translational Sciences (NCATS).
